HTT aggregate = inhibitors of mutant huntingtin aggregate formation in PC12 cells; PC12 HttQ103-GFP aggregates, Acumen cytometry, 40 h; AID 1688; Potency, µM (top dose mostly 46.1 µM), without a hit: top-dose activity change, negative = inhibition, actives largely listed as inhibitors; 220,000 tested, 1.1% active; note: potency is the fitted concentration of half-maximal effect; % is set by controls: 0 for no effect and ±100 for the full control effect; nearly all actives have a fitted effect of over 60% in size
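Compounds (qHTS titration) were added to PC12 cells expressing an ecdysone-driven HTT exon 1 Q103–GFP fusion after induction with 100 nM tebufenozide. Aggregate formation was measured as GFP objects in cell lysates.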
Luc counter = Kinase-Glo luciferase inhibition (counter-screen); Q27757; Kinase-Glo luciferase, ATP luminescence, 8 min; Potency, µM (highest dose often 38.3 µM), without a hit: top-dose activity change, negative = inhibition, hits mostly inhibitors; 200,000 tested, 0.28% active; AID 1379; note: potency is the fitted concentration of half-maximal effect; % is set by controls: 0 for no effect and ±100 for the full control effect; nearly all actives have a fitted effect of over 60% in size
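Inhibition of Kinase-Glo luciferase light generation was assessed at 10 uM ATP in pH 7.2 imidazole buffer, with luminescence measured after eight minutes at ambient temperature.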
NPSR antag = neuropeptide S receptor (human) antagonism, cAMP; Q6W5P4; CHO-NPSR cells, cAMP TR-FRET, antagonist mode; Potency, µM (top dose mostly 38.3 µM), inactives show at the top dose activity change, negative = inhibition, usual class: inhibitors; 220,000 tested, 1% active; AID 1461; note: potency is the fitted concentration of half-maximal effect; % is set by controls: 0 for no effect and ±100 for the full control effect; nearly all actives have a fitted effect of over 50% in size; many of its hits are not listed in these tables
Target sequence (Q6W5P4 whole entry, looked up): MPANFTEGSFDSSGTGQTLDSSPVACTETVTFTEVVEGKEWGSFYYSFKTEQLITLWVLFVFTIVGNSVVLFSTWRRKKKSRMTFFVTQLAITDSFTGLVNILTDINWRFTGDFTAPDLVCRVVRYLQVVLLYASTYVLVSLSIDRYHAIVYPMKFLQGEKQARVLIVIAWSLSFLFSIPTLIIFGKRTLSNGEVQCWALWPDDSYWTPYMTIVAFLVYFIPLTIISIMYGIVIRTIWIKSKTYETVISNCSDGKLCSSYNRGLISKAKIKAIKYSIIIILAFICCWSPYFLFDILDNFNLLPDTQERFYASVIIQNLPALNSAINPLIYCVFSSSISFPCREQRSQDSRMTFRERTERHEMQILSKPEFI
CBFb RUNX1 block = CBF-beta/RUNX1 interaction disruption; 230,000 tested, under 10 active; AID 1477; AlphaScreen CBFb-His/RUNX1-biotin binding, biochemical; Potency, µM (doses to about 59.8 µM), without a hit: top-dose activity, negative = inhibition, actives largely listed as inhibitors; note: % of control where 0% means no effect
Target sequence (Q01196 whole entry, looked up): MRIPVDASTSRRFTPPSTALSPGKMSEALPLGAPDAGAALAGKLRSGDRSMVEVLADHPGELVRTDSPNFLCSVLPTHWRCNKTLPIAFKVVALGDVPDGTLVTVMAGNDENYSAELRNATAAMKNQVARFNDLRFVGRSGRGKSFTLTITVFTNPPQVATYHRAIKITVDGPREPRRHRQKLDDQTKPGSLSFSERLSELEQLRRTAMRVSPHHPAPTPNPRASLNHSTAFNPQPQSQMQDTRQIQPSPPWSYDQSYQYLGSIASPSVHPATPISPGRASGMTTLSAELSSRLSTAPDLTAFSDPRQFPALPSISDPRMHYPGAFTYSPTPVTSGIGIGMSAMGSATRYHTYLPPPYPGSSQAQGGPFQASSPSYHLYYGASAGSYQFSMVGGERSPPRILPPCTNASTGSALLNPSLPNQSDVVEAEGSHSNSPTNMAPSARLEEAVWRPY
Target sequence (Q13951 whole entry, looked up): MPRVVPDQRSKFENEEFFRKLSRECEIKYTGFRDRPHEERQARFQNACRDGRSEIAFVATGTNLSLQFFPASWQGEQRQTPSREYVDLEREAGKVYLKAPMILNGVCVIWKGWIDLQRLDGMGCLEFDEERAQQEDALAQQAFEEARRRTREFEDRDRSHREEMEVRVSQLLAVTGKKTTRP
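CBF-beta (His) and RUNX1 (biotin), 30 nM each; 20 min preassociation; + compound, 15 min; + beads 50 ng each (Ni, streptavidin), 90 min; RT; AlphaScreen read.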
IMPase Li cell = cell-permeable IMPase inhibitors with lithium potentiation. CHO-M1 cells, IP1 TR-FRET (IP-One), carbachol + lithium. Potency, µM (doses to about 59.4 µM), without a hit: top-dose activity, negative = IMPase inhibition, actives largely listed as inhibitors. 210,000 tested, 0.35% active. AID 1457;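 note: IP1 builds up when IMPase is blocked and the TR-FRET signal falls; potency is the fitted concentration of half-maximal effect; plate controls were basal vehicle for no effect and high inhibitor control for full effect; nearly all actives have a fitted effect of over 50% in size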
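CHO cells stably expressing M1 receptor (2000/well, cultured 16–30 h) treated 30 min at 37C with compound plus low lithium. Cytosolic IP1 by TR-FRET (665/620 ratio and 620 channel) after 10 min lysis; AC50 by Hill fit.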
Lamin A splicing = LMNA splicing modulation; HeLa LMNA splicing GFP/RFP minigene ratio, 48 h; Potency, µM (doses to about 46.1 µM), inactives show top-dose ratio change, negative = inhibition, most hits filed as inhibitors; 200,000 tested, 0.01% active; active = well fitted inhibition curve with a large enough effect in the signal ratio, with a control signal flat, not every such curve was filed as active; inconclusive = small, poorly fitted or top-dose-only effect, or effect the other way, or a change in a side signal; the % refers to the signal ratio; note: potency is the fitted concentration of half-maximal effect; % is set by controls: 0 for no effect and ±100 for the full control effect
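S3 HeLa cells stably expressing lamin A-EGFP splicing minigene plus DsRed2, 600 cells/well, 48 h compound exposure at 37C. Laser-scanning cytometry; analysed as GFP (500-530 nm)/RFP (575-640 nm) total intensity ratio; 0.5% DMSO vehicle.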
Epigenetic derep = epigenetic control regulation, reporter derepression | murine LDR cells, GFP reporter derepression, 30 h | Potency, µM (series often up to 53.9 µM), for inactives: top-dose GFP activation, usual class: activators | 280,000 tested, 0.2% active; note: potency is the fitted concentration of half-maximal effect; % of control where 0% means no effect; nearly all actives have a fitted effect of over 60% in size
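Derepression of a silenced CMV-GFP reporter in murine LDR cells is scored by enumerating GFP-positive cells with a laser-scanning microplate cytometer after 30 hours of treatment at 37 C.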
An asterisk follows results filed as active; ? = inconclusive; / = not tested or not shown; & = joins results of further samples; [ ] = dose if it differs, or a comment. Unless noted, calls come from the whole dose curve; as a rule, active = well fitted curve in the direction sought with a large enough effect; inconclusive = small, poorly fitted or top-dose-only effect, or another doubt; inactive = no such curve, though single readings can be large; an effect the other way counts as inactive or inconclusive. Not all compounds are listed; rates above refer to the full screens.

smiles | HTT aggregate | Luc counter | NPSR antag | CBFb RUNX1 block | IMPase Li cell | Lamin A splicing | Epigenetic derep
O=C(C1CC(c2ccccc2O)=NO1)N1CCC2(CC1)OCCO2 (centres undefined) | 7% | -4% | 2%[46.1 µM] | -1% | -5%[38.3 µM] | -11% | -2.9%
CCC(C(N)=O)N1CCCC1=O (centres undefined) | 12% | / | / | 5% | / | ? | /
Oc1ccc(Cl)cc1 | -8% | -2% | / | 0% | 14%&-16% | -20% | 2.7%
O=c1[nH]c(=S)n(Cc2ccco2)c(O)c1C=NCc1cccs1 | -6% | 13% | 7%[46.1 µM] | -27% | -1%[38.3 µM] | 1% | 3.2%
COc1ccc(CCNCc2ccc(SC)cc2)cc1 | 4% | -2% | -8%[46.1 µM] | -3% | 5%[38.3 µM] | -5% | 0.0%
O=C(Cc1ccccc1)N1CCN(C2CCCC2)CC1 | 24% | -5% | 6%[46.1 µM] | -7% | 15%[38.3 µM] | 0% | 0.2%
CCOC(=O)C(NC(=O)C(Cc1ccc(N(CCCl)CCCl)cc1)NC(C)=O)C(C)C (centres undefined) | -6%[9.22 µM] | 0% | -58% | 3% | 19% | / | -2.0%
O=C(Cc1ccccc1)OCn1nnc2ccccc2c1=O | -14% | 1% | -2%[46.1 µM] | -2% | 5% | -3% | -1.0%
Cc1cc(C(=O)Nc2ccccc2)nn1C(C)(C)C | -13%[9.22 µM] | / | 17% | 4% | / | / | -1.0%
CC(C)CN(CC(C)C)c1ccc(C=C2C(=O)NC(=S)NC2=O)cc1[N+](=O)[O-] | 3% | -4% | ? | -14% | 7%[38.3 µM] | 12% | -2.2%
COc1ccc(/C=C2/C(=O)NC(=O)N(Cc3ccco3)C2=O)cc1 | -6%[9.22 µM] | 3% | -8% | -6% | -9% | / | -4.9%
Nc1ncn[nH]1 | / | -4% | / | -1% | 3% | / | -0.5%
Cc1cccn2c(=O)c3c(nc12)N1CCc2ccccc2C1C1(C3)C(=O)NC(=O)N(C)C1=O (centres undefined) | ? | 0% | -13%[46.1 µM] | 11% | 29%[38.3 µM] | -7% | 4.8%
COc1ccc(CCNCc2ccc(F)cc2)cc1OC | 16% | -2% | -1%[46.1 µM] | 9% | 7%[38.3 µM] | 6% | -1.0%
CCN1C[C@]2(COC(=O)c3ccccc3N3C(=O)CC(C)C3=O)CC[C@H](OC)[C@@]34C5C[C@@H]6[C@@H](OC)C[C@@](O)(C5[C@H]6OC)[C@](O)([C@@H](OC)C23)[C@@H]14 (some centres undefined) | / | / | / | 16% | -5% | / | 0.0%
CC(=NCCC1=CCCCC1)c1c(O)[nH]c(=O)[nH]c1=O | 19% | 3% | -13%[46.1 µM] | 6% | 7%[38.3 µM] | 13% | -1.7%
CCCCn1c(O)c(C(C)=NCCCn2ccnc2)c(=O)[nH]c1=O | 1% | -4% | -12%[46.1 µM] | -14% | 19%[38.3 µM] | -6% | -1.0%
CN1C(=O)C(=Cc2ccc(-c3cccc(Cl)c3)o2)C(=O)N(C)C1=O | -17% | -11% | -14% | -4% | -15% | -8% | 2.0%
CN1C(=O)NC(=O)/C(=C/c2ccc([N+](=O)[O-])o2)C1=O | -5%[9.22 µM] | / | 27% | -14% | / | / | 4.1%
O=c1[nH]c(=O)n(-c2ccccc2)c(O)c1N=Nc1ccc(Br)cc1 | 30% | -2% | -25% | 3% | 13% | / | 2.6%
COc1cc2c(cc1O)C[C@H]1c3c(cc(OC)c(O)c3-2)CCN1C | / | -9% | / | ? | 41%[activator] | / | 1.0%
N#CCP(=S)(c1ccccc1)c1ccccc1 | ? | -1% | 0% | 1% | -1% | 7% | -0.8%
O=C1NC(=O)N(C2CCCCC2)C(=O)C1C1c2ccccc2C(=O)N1Cc1ccccc1 (centres undefined) | 7% | 1% | 15%[46.1 µM] | 3% | 1%[38.3 µM] | -1% | 1.6%
COc1ccc2c(c1)NP(=S)(Oc1ccccc1)N2 (centres undefined) | 2%[9.22 µM] | / | 0% | -2% | / | / | 0.7%
O=C(COc1ccccc1)N1CCN(CCN2C(=O)c3cccc4cccc(c34)C2=O)CC1 | 11% | / | -14% | -4% | -5% | / | -0.4%
CC(c1ccccc1)n1cncc1C(=O)N1CCCC1=O (centres undefined) | -17% | 2% | -2%[46.1 µM] | 8% | 0%[38.3 µM] | 7% | 0.0%
Cc1cccc(NC(=O)CSc2nnc([C@@H](N)Cc3c[nH]c4ccccc34)o2)c1C | ? | 1% | ? | -9% | -2%[38.3 µM] | 7% | -1.0%
CC1=CC(=O)C2=C(C)C[C@H](O)[C@H]3[C@H](C)C(=O)O[C@@H]3C12 (some centres undefined) | / | 4% | / | 0%[21.7 µM] | -2% | / | -0.9%
COc1cc2c(cc1OC)C(C(=O)N(C)C1CCCCC1)C1CCCCN1C2=O (centres undefined) | -1% | 1% | 11% | -5% | 5% | -8% | 0.0%
O=C(N/N=C/c1c(O)n(-c2ccccc2)c(=S)[nH]c1=O)c1ccccc1 | 23%[9.22 µM] | / | -7% | -1% | / | / | -4.1%
CC(C)CNC(=O)c1c(N)n(Cc2ccc3c(c2)OCO3)c2nc3ccccc3nc12 | ? | 18% | 3.2µM* | 7% | 32%[38.3 µM] | -14% | 19%
O=c1c2ccccc2nc(/C=C\c2ccccc2[N+](=O)[O-])n1-c1ccccc1O | 14%[9.22 µM] | / | ? | -12% | / | / | 3.0%
Cc1nn(CCC#N)c2c1P(=S)(N1CCCC1)OC(c1ccc(F)cc1)=N2 (centres undefined) | 8% | 3% | -23%[46.1 µM] | 3% | -6%[38.3 µM] | -8% | 0.0%
Cc1cccc(C)c1NC1=NCCCS1 | 13%&24% | -2% | -7%&-7%[46.1 µM] | ? | 21% | ? | 4.7%
COc1ccc(-n2c(O)c(C=NCCCn3ccnc3)c(=O)[nH]c2=O)cc1 | 11%[9.22 µM] | 3% | -5%[46.1 µM] | -3% | -2%[38.3 µM] | 7% | -1.5%
Cc1ccc(/C=C2\C(=O)NC(=O)N(CCc3ccc(F)cc3)C2=O)o1 | -9% | 1% | -13% | 4% | 21% | -13% | ?
CCC(=NCc1ccco1)c1c(O)n(C2CCCCC2)c(=O)[nH]c1=O | -19% | 9% | -25%[46.1 µM] | -5% | -2%[38.3 µM] | 16% | -0.9%
CCCCC1C(=O)NC(=S)NC1=O | -5% | 0% | -10%[46.1 µM] | 1% | 7% | -6% | 0.0%
O=P(O)(O)COc1ccccc1O | 5% | -3% | -24%[7.67 µM] | -1% | -12%[38.3 µM] | 2% | 0.0%
CC1=CC(=O)C2=C(C)CC(O)C3C(C)C(=O)OC3C12 (centres undefined) | 2% | / | -7%[46.1 µM] | -11% | / | 4% | -7.6%

Whole records, looked up by structure. Screens in order: HTT aggregate | Luc counter | NPSR antag | CBFb RUNX1 block | IMPase Li cell | Lamin A splicing | Epigenetic derep
Cc1ccc(/C=C2\C(=O)NC(=O)N(CCc3ccc(F)cc3)C2=O)o1 across the screens: -9% | 1% | -13% | 4% | 21% | -13% | ?
CCCCC1C(=O)NC(=S)NC1=O across the screens: -5% | 0% | -10%[46.1 µM] | 1% | 7% | -6% | 0.0%
COc1ccc(-n2c(O)c(C=NCCCn3ccnc3)c(=O)[nH]c2=O)cc1 across the screens: 11%[9.22 µM] | 3% | -5%[46.1 µM] | -3% | -2%[38.3 µM] | 7% | -1.5%
Cc1nn(CCC#N)c2c1P(=S)(N1CCCC1)OC(c1ccc(F)cc1)=N2 (centres undefined) across the screens: 8% | 3% | -23%[46.1 µM] | 3% | -6%[38.3 µM] | -8% | 0.0%
CC1=CC(=O)C2=C(C)CC(O)C3C(C)C(=O)OC3C12 (centres undefined) across the screens: 2% | / | -7%[46.1 µM] | -11% | / | 4% | -7.6%

Additional compounds
smiles | HTT aggregate | Luc counter | NPSR antag | CBFb RUNX1 block | IMPase Li cell | Lamin A splicing | Epigenetic derep
CN(C(=O)Oc1ccc(C(=O)c2ccc(Cl)cc2)cc1)c1ccccc1 | -10% | 2% | -36% | ? | 8% | ? | -1.1%
O=C1C2CCCN2C(c2cccs2)N1c1ccccn1 (centres undefined) | 11% | -7% | -6%[46.1 µM] | -2% | -28%[38.3 µM] | -6% | 1.1%
Cc1ccc(Oc2cnn(-c3ccccc3)c(=O)c2Br)cc1 | -6% | -3% | -45% | 15% | ? | ? | 1.1%
O=C(Cn1ncc2c3ccccc3n(Cc3ccccc3F)c2c1=O)N1CCC2(CC1)OCCO2 | 13% | -2% | -13%[46.1 µM] | 1% | 10%[38.3 µM] | ? | 0.3%
CCCN1CCCC2Cc3nc(N)ncc3CC21 (centres undefined) | -19% | / | / | 1% | -5% | / | 0.0%
O=C(CCC(=O)N1CCC2(CC1)OCCO2)Nc1nnc(C2CCCCC2)s1 | 6%[9.22 µM] | / | 34% | 5% | / | / | -2.2%
CCCC(C)C1(CC)C(=O)NC(=Nc2ccccc2OC)NC1=O (centres undefined) | -3% | 0% | -12%[46.1 µM] | 6% | 25%[38.3 µM] | -1% | 1.0%
O=C1NC(=O)C(=Cc2ccc(N3CCN(C(=O)c4ccccc4)CC3)c([N+](=O)[O-])c2)C(=O)N1 | -2% | / | 8% | -9% | -4% | / | -1.3%
Cc1ccc(C(=O)O)cc1N=Nc1c(O)[nH]c(=O)[nH]c1=O | 7% | -1% | -7% | 2% | 3% | ? | 0.2%
BrCC1C[n+]2c(SCc3ccccc3)nc3sc4c(c3c2O1)CCCC4 (centres undefined) | -7%[9.22 µM] | / | -28% | 0% | / | / | 7.2%
CN[C@H]1C[C@H]2O[C@@](C)([C@H]1OC)n1c3ccccc3c3c4c(c5c6ccccc6n2c5c31)C(=O)NC4 | 3% | 1% | 6.3µM* | -23% | 5% | ? | 5.8%
CC(=Nc1ccc2c(c1)CCC2)c1c(O)n(-c2ccccc2)c(=O)[nH]c1=O | 1%[9.22 µM] | / | ? | 4% | / | / | 8.5%
COc1cc(CCN)ccc1O | / | -2% | -2%[46.1 µM] | 16%&10% | 6%&22% | ? | -2.3%&0.8%
CC(C)C[C@H]1C(=O)N2CCC[C@@H]2[C@]2(O)O[C@](NC(=O)[C@@H]3C=C4c5cccc6[nH]c(Br)c(c56)C[C@H]4N(C)C3)(C(C)C)C(=O)N12 | / | -1% | / | -4%[21.7 µM] | 16% | / | -0.2%
